From PubChem BioAssay
MCL1-BIM inh – inhibitors of MCL1 binding to BIM-BH3, primary screen, biochemical, fluorescence polarization. Induced myeloid leukemia cell differentiation protein Mcl-1 (Homo sapiens), Q07820. actives 0.68% (n = 320,000). GST-MCL1 / FITC-Bim-BH3 fluorescence polarization. AID 2057, 2009. inhibition, % at 10.9 µM;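 active means inhibition above the mean inhibition of all tested compounds plus 3 SD, set per campaign, cut at about 40% in these data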;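 further: 0% = DMSO wells and 100% = unlabeled Bim-BH3 peptide control; higher means more loss of mP so more displacement of Bim peptide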
VLA-4 inh – inhibition in human VLA-4 binding assay, primary screen, VLA-4 allosteric modulator project, MLPCN library, flow cytometry, VLA-4 expressing cells | Integrin alpha-4 (Homo sapiens), P13612 | ligand binding flow cytometry | inhibition, % (about 7 µM as worked out from the volumes in the protocol) | actives 0.2% (n = 330,000) | AID 2557, 2010; in the data active means inhibition above about 50%
MEX-5 binding – MEX-5 zinc finger RNA-binding disruptors – biochemical, C. elegans, fluorescence polarization, MLPCN library, primary screen | Zinc finger protein mex-5 (Caenorhabditis elegans), Q9XUB2 | MEX-5/FITC-TCR2 RNA binding; stronger effect = lower value | activity score (negative = inhibition of binding), % at 10 µM | actives 0.38% (n = 300,000);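 active means inhibition past about -25% in most replicates, and total fluorescence under double the plate's negative control median, limit read from the data; inconclusive means replicates evenly split on the limit, or fluorescence at least double controls; inactive means too little inhibition in most replicates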;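 further: 0% = DMSO and -100% = 5 µM competing unlabeled TCR2 RNA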
Efflux pump inh – inhibitors of Candida efflux pumps in yeast, primary screen, S. cerevisiae, Nile Red, multiplex; S. cerevisiae Candida pump triplex; inhibition, % at 10 µM; actives 0.44% (n = 330,000);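 active means plate passing quality check with inhibition over a set limit, or well fluorescence over plate mean plus 4 SD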;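 further: Nile Red retained in pooled yeast measured as flow cytometry median fluorescence; 0% = buffer negative control and 100% = Enniatin B positive control; higher means more Nile Red kept so more efflux inhibition; some compounds called inactive have numbers as strong as hits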
BCLXL inh – inhibitors of human Bcl-xL, primary screen, biochemical, fluorescence polarization, HTS. AID 2129, 2009. GST-Bcl-xL / FITC-Bim BH3 peptide fluorescence polarization. Bcl-2-like protein 1 (Homo sapiens), Q07817. actives 0.7% (n = 320,000). inhibition, % at 10.9 µM;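 active means inhibition above the mean of all tested compounds plus 3 SD, cutoff set per campaign, cut at about 30% in these data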;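 further: 0% = DMSO wells and 100% = unlabeled Bim-BH3 peptide competitor; inhibitors lower millipolarization by displacing the labeled peptide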
GRK2 inh – compounds blocking aptamer binding on GRK2 – biochemical, human GRK2, bead flow cytometry, HTS, primary screen. FAM-aptamer displacement from GRK2. actives 0.59% (n = 330,000). Beta-adrenergic receptor kinase 1 (Homo sapiens), P25098. inhibition of aptamer binding, % at 10 µM;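 active means inhibition of aptamer binding above 40%, roughly 3 SD of noise, on plates passing a quality check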;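 further: median bead fluorescence of bound FAM aptamer so fluorescent compounds give negative values; no value below 0 was filed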
Fam108B inh – mouse Fam108B serine hydrolase inhibitors, primary screen, counter-screen for RBBP9 inhibitor project, biochemical, fluorescence polarization; recombinant Fam108B, FP-Rh probe fluorescence polarization; inhibition, % at 9.51 µM; actives 0.33% (n = 300,000); AID 1947, 2009;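 active means inhibition above the screen mean inhibition plus 3 SD, computed separately per campaign, cut at about 18% in these data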;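 further: inhibitors lower polarization as less probe binds the enzyme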
GLD-1 RNA inh – GLD-1/TGE RNA complex disruptors, primary screen, biochemical, fluorescence polarization. Female germline-specific tumor suppressor gld-1 (Caenorhabditis elegans), Q17339. purified GLD-1 + fluorescein TGE RNA. inhibition, % at 5.96 µM. actives 0.44% (n = 320,000). AID 2280, 2010;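 active means percent inhibition above a per-plate cutoff, the plate mean of test compounds plus 3 SD, cut at about 30% in these data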;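 further: 0% = DMSO wells with GLD-1 and probe and 100% = wells lacking GLD-1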
Target sequence (Q17339 whole entry, looked up): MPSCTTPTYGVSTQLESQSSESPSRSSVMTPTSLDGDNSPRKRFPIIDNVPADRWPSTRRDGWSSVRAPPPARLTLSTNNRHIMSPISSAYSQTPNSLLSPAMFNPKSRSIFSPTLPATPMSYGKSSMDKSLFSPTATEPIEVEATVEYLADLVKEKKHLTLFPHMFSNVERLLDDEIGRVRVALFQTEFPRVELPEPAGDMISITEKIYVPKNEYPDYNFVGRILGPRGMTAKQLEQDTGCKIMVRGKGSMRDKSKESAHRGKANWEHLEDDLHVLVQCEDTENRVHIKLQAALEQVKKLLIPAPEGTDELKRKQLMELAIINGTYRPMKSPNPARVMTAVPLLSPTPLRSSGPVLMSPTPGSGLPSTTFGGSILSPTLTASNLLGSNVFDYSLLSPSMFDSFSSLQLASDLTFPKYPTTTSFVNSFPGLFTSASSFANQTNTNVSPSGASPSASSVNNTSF
PME-1 inh – PME-1 inhibitors via competitive probe labeling, primary screen, biochemical, fluorescence polarization, FP-Rh probe, HTS | inhibition, % at 5.9 µM | recombinant PME-1 | Protein phosphatase methylesterase 1 (Homo sapiens), Q9Y570 | actives 0.53% (n = 320,000) | AID 2130, 2009;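 active means inhibition above the campaign mean of all compounds plus 3 SD, cut at about 26% in these data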;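 further: competitive labeling of PME-1 active site by serine hydrolase directed probe; 0% = PME-1 with DMSO and 100% = wells lacking PME-1 enzyme; inhibitors block probe labeling so polarization falls and inhibition rises; many of its hits are not listed in these tables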
Target sequence (Q9Y570 whole entry, looked up): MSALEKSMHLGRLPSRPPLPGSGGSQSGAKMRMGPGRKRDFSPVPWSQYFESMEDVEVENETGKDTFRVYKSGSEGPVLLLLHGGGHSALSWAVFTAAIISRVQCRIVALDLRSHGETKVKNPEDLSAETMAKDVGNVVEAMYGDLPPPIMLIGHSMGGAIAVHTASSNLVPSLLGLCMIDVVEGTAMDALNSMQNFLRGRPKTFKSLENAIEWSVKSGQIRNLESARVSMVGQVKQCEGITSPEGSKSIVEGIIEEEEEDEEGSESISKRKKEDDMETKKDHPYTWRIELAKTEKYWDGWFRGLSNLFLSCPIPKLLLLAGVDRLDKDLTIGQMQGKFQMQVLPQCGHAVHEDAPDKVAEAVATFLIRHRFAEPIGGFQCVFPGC
* hit, by the source's call; ? = inconclusive; . = no result given.

Values run as follows: MEX-5 binding, PME-1 inh, BCLXL inh, MCL1-BIM inh, GLD-1 RNA inh, GRK2 inh, Fam108B inh, VLA-4 inh, Efflux pump inh
- O=C(CSc1nc(=O)n(CCCN2CCOCC2)c2c1CCCC2)Nc1ccc(F)cc1
    -1.1, 1, 2, 4, -1, 0, 2, 29, 0.1
- COc1ccccc1N(CC(O)COc1c(C)cc(C)cc1C)S(=O)(=O)c1ccccc1 (stereo not drawn)
    2.6, 3, 2, -4, 9, 0, 4, 16, -0.1
- CC[C@@H](C)[C@@H]1CN([C@@H](C)CN2CCC[C@H]2CN2C(N)=NC[C@H]2C(C)C)C(=N)N1CCc1ccc(Cl)c(Cl)c1
    ., ., ., ., -9, 0, ., -21, -0.1
- Cc1cc(C(=O)Nn2cnnc2)ccc1[N+](=O)[O-]
    -0.3, 2, 2, 12, 7, 0, 5, -8, -0.2
- CCC1(COC(=O)Nc2cccc(Cl)c2)COC1
    -3.0, -1, -3, 6, 11, 0, 4, -2, 0.2
- Cc1cc(C)c(OCC(=O)Nc2ccc(NC(=O)c3ccco3)cc2)c([N+](=O)[O-])c1
    ., -3, 4, 8, 6, 0, -12, 12, -0.1
- Cc1ccc(NC(=O)COC(=O)c2ccn(C)n2)cc1
    2.6, 4, 1, -4, 1, 0, 0, -2, 0.0
- COC(=O)CSc1nnc(CNC(=O)c2cc(OC)c(OC)c(OC)c2)n1C
    1.5, -3, 4, -1, 5, 4, 0, -6, -0.6
- O=C(CCc1c[nH]c2ccccc12)OCc1cccc(C(F)(F)F)c1
    -0.5, 6, 1, 0, 9, 0, 3, -10, -0.1
- O=C(c1cnc2nc3ccccc3n2c1)c1cc(F)ccc1O
    0.4, 9, 9, 3, 1, 4, 0, -20, -0.3
- CCOC(=O)CSc1nnc(NC(=O)c2ccco2)s1
    -2.2, -5, 1, -3, -2, 0, 0, 3, 0.3
- C=CCn1c(CNc2ccccc2)nnc1SCC(=O)N/N=C/c1ccccc1O
    -1.0, -5, 2, 4, 2, 0, -1, 21, -0.1
- CN(C)C(=O)CSc1nnc(-c2ccc(S(=O)(=O)N3CCCC3)cc2)n1C
    2.2, -2, 7, 6, 6, 0, -4, 7, 0.0
- NC(=O)c1cc(Cl)ccc1OCC(=O)N1CCCc2ccccc21
    -1.6, -1, 0, 5, 3, 0, 1, 6, 0.0
- Cn1c(N)c(C(=O)COC(=O)CSc2ccc(Cl)cc2)c(=O)n(C)c1=O
    5.5, 4, 1, -2, -2, 0, 3, -1, 0.3
- COCCCNC(=O)CC(NS(=O)(=O)c1ccc(Cl)cc1)c1ccc(OC)cc1 (stereo not drawn)
    -1.5, -4, 2, 3, 4, 7, 2, -1, 0.1
- COCCN(Cc1cc2cccc(C)c2[nH]c1=O)C(=O)c1ccccc1
    0.3, -2, 2, 2, 4, 2, 1, 7, 0.0
- CCC1=Nc2cc(C(=O)NCCN3CCOCC3)ccc2Sc2ccc(Br)cc21
    -1.9, 5, 7, 5, 7, 0, 2, -1, -0.1
- Cc1ccc(S(=O)(=O)Cn2nnnc2C(C(C)C)N2CCN(C(=O)c3ccco3)CC2)cc1 (stereo not drawn)
    0.0, -4, 10, 4, 0, 4, -1, -27, -0.2
- COc1ccc(/C=C/C(=O)O/N=C(\N)c2cccnc2)cc1OC
    0.5, -5, 6, 6, -2, 4, -1, -5, 0.0
- Cc1ccc(C(=O)CSc2nsc(C)c2C#N)cc1
    -1.7, 0, 5, 10, 0, 5, -2, -18, -0.1
- COC(=O)CCc1c(C)[nH]c(=S)[nH]c1=O
    1.1, 0, 3, 2, 2, 0, 3, -19, 0.1
- Cc1ncc(S(=O)(=O)c2ccc(Cl)cc2)c(-c2ccccc2)n1
    -0.4, 5, 3, 10, 2, 0, 5, -6, 0.0
- O=c1ccnc(NCCc2ccccc2)[nH]1
    -4.3, 4, -4, -3, 3, 1, -6, 9, 0.0
- CC(NC(=O)c1cc(Br)ccc1Cl)c1ccccc1 (stereo not drawn)
    -0.8, 0, 3, 1, 10, 0, 4, 15, 0.4
- CSCCC(/C(O)=C(\C#N)c1nc2ccccc2[nH]1)N1C(=O)c2ccccc2C1=O (stereo not drawn)
    ., 4, -4, -4, -3, 5, 3, 3, 0.2
- Cc1ccc(OCc2ccc(C(=O)NCc3cccnc3)cc2)cc1C
    -0.1, 4, 2, 6, 6, 1, 3, 4, 0.0
- COc1ccc2nc(SCC(=O)Nc3cc(C)on3)c(C#N)cc2c1
    -5.1, 17, 2, -1, 0, 1, -10, -2, 0.0
- COc1cccc(NC(=O)CN2C(=O)COc3ccc(S(=O)(=O)N4CCC(C)CC4)cc32)c1
    -0.1, -7, 3, -2, 0, 3, -6, 0, 0.1
- Cc1cc(C)c(NC(=O)CSc2nnc(-c3ccncc3)n2Cc2ccco2)c(Cl)c1
    4.0, 2, -1, -1, -8, 3, 2, 9, 1.3*
- CCN1CCN(CCc2nc3cc(NC(=O)COc4ccccc4)ccc3n2C)CC1
    -0.4, -3, 0, -2, 0, 0, -7, -8, 0.2
- O=C(Nc1c(C(=O)N2CCOCC2)cnn1-c1ccccc1)c1ccc(F)cc1
    -2.4, -2, -4, -10, -1, 3, -7, -12, 0.6
- CC1CCN(S(=O)(=O)c2ccc3c(ccn3CCC(=O)N3CCCCC3)c2)CC1
    -5.6, 0, 10, -2, 0, 0, 6, 8, -0.2
- COc1ccccc1/C=C(\NC(=O)c1ccc(OC)c(OC)c1)C(=O)Nc1cc([N+](=O)[O-])ccc1C
    2.2, 1, -12, -19, -4, 2, -6, 6, 0.5
- Cn1cc(C(=O)NCc2cccs2)c(=O)c2cc(S(=O)(=O)N3CCCC3)ccc21
    ., 2, 3, -4, -1, 0, 3, 17, -0.1
- CCC(=O)N1CCN(CCN=CC2=C(O)CC(c3ccc(OC)cc3)CC2=O)CC1 (stereo not drawn)
    1.4, 6, -2, -1, -3, 9, -3, 0, -0.1
- CC(Oc1ccc(C(=O)c2ccc(F)cc2)cc1)C(=O)N1CCOCC1 (stereo not drawn)
    2.3, -1, 0, -2, 4, 0, 2, -2, 0.0
- CC(C)(C)c1ccc(S(=O)(=O)CCc2ccccn2)cc1
    -1.7, 7, -3, -4, 3, 1, -2, 19, 0.0
- Cc1cc(OC(=O)Cc2cccc3ccccc23)c([N+](=O)[O-])c(=O)[nH]1
    2.6, 5, 5, 9, -5, 0, 7, -8, 1.0
- Cc1cc(C)c(S(=O)(=O)/N=C2/C=C(Sc3ncn[nH]3)C(=O)c3ccccc32)cc1C
    ., 31*, 27, 29, 7, 6, 52*, -11, -0.1
- Cc1ccc(OCc2nnc(SCC(=O)Nc3ncc(C)s3)o2)cc1
    -2.9, -2, 6, 10, -5, 0, -1, 20, -0.1
- COc1cc(-c2nnc(-c3ccco3)o2)ccc1OCc1ccccc1
    1.0, -7, 3, 1, 4, 4, -1, 9, 0.0
- C/C(=N\Nc1ccccc1C)c1cccnc1
    -3.4, -1, 5, 1, 8, 0, -2, 9, 0.2
- CCNS(=O)(=O)c1ccc(CCC(=O)NCc2ccc(C)cc2)cc1
    1.0, -1, -1, -2, 1, 0, -1, 3, 0.3
- COc1ccc(-c2nn(CCC#N)cc2/C=N/O)cc1OC
    1.8, 1, 4, 2, 2, 0, 3, 0, 0.0
- CSCCC(NC(=O)c1ccoc1C)C(=O)O (stereo not drawn)
    -9.6, 2, 5, 1, 4, 3, 3, 17, -0.1
- COc1ccc(C(=O)Nc2ccccc2N2CCOCC2)cc1[N+](=O)[O-]
    1.6, -9, 0, 3, 7, 4, 3, -9, -0.8
- O=C(CCN1CCCCCC1)Nc1ccccc1F
    -1.7, 0, 4, 5, 1, 1, 4, 9, 0.1
- O=C(Nc1ccccc1)c1ccc(F)c(S(=O)(=O)N2CCOCC2)c1
    2.7, -7, 7, -3, 3, 14, 3, -137, 0.0
- O=C(CCNC(=O)c1ccc(Cl)cc1)Nc1ncccc1O
    -1.9, 1, 10, 13, 2, 77*, 2, 16, -0.4
- O=c1cc(-c2ccc(Cl)cc2)[nH]c2ccccc12
    0.5, -4, 2, 10, 8, 0, 5, 0, 0.2
- Cc1cccc(Oc2nc(-c3ccccn3)nc3ccccc23)c1
    ?, -3, 0, 7, 3, 6, -2, -5, 0.1
- CC(C)Oc1ccc(C(CC(=O)O)c2ccc(F)cc2)cc1 (stereo not drawn)
    -1.6, -2, 8, 6, 7, 0, -2, 17, 0.0
- O=C1[C@@H]2C(c3cccnc3)=NO[C@@H]2C(=O)N1c1ccc(Br)cc1
    2.0, -5, 11, 3, 14, 5, -1, 10, -0.3
- CN(C)/C=N/NC(=O)c1ccccc1
    0.0, -2, 2, -1, 4, 0, 2, 15, 0.1
- CCOc1ccc(/C=N/NC(=O)C(C)N(c2ccc(OC)cc2)S(C)(=O)=O)cc1 (stereo not drawn)
    1.1, -1, 1, -3, 1, 3, 3, 8, -0.1
- CCCc1ccc(C(=O)Cn2nc(C(=O)O)c3ccccc3c2=O)cc1
    -2.0, -4, 3, 3, 1, 0, -3, 3, 0.0
- O=C(CSc1nnc(-c2ccc(O)cc2)n1Cc1ccccc1)NNC(=O)c1ccc(Br)cc1
    -1.8, -1, 2, -1, -3, 13, 2, 13, 0.0
- COc1ccc(CNC(=O)OCCN2CCN(Cc3ccccc3)CCC2=O)cc1
    0.3, -1, 15, 15, 2, 1, 1, -15, -0.2
- O=c1c2ccccc2nc(-c2ccccc2)n1/N=C/c1ccc([N+](=O)[O-])cc1
    -0.4, -3, -4, -7, -1, 0, -1, 9, 0.0

An excerpt. The share of hits here may be higher or lower than overall.
